PAD4 FP inh – human PAD4 inhibitors, primary screen, biochemical, fluorescence polarization, 1536-well format; Protein-arginine deiminase type-4 (Homo sapiens), Q9UM07; recombinant PAD4, RCA probe fluorescence polarization; inhibition, % at 6.36 µM; hit rate 0.41% among 330,000;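 active means percent inhibition above a cutoff equal to the mean of all tested compounds plus 3 SD, cut at about 15% in these data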;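 further: 0% = PAD4 with RCA probe and DMSO and 100% = probe without PAD4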
PME-1 inh – PME-1 inhibitors via competitive probe labeling, primary screen, biochemical, fluorescence polarization, FP-Rh probe, HTS; hit rate 0.53% among 320,000; AID 2130, 2009; Protein phosphatase methylesterase 1 (Homo sapiens), Q9Y570; inhibition, % at 5.9 µM; recombinant PME-1;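 active means inhibition above the campaign mean of all compounds plus 3 SD, cut at about 26% in these data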;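 further: competitive labeling of PME-1 active site by serine hydrolase directed probe; 0% = PME-1 with DMSO and 100% = wells lacking PME-1 enzyme; inhibitors block probe labeling so polarization falls and inhibition rises; many of its hits are not listed in these tables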
pPAFAH FP inh – pPAFAH enzyme inhibitors, primary screen, biochemical, fluorescence polarization, human; recombinant pPAFAH, FP-rhodamine probe fluorescence polarization; AID 463082, 2010; Platelet-activating factor acetylhydrolase (Homo sapiens), Q13093; inhibition, % at 3.39 µM; hit rate 1.5% among 330,000;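 active means inhibition above the mean inhibition across the screen plus 3 SD, cut at about 25% in these data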;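 further: inhibitors block binding of the rhodamine activity-based probe so polarization drops; 0% = enzyme with DMSO and 100% = wells lacking pPAFAH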
Target sequence (Q13093 whole entry, looked up): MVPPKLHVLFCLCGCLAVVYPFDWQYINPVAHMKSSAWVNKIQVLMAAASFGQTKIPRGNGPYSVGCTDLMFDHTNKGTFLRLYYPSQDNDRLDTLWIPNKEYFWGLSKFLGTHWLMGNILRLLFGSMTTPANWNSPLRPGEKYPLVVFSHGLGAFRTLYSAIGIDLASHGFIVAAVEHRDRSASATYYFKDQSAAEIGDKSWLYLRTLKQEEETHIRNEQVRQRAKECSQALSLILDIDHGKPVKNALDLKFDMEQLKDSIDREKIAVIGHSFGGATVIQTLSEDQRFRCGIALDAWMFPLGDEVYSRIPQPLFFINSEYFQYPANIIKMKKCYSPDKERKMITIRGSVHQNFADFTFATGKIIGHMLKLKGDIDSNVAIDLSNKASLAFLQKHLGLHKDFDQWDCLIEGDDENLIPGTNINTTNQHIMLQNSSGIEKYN
PAFAH1B2 FP inh – PAFAH1B2 enzyme inhibitors, primary screen, biochemical, fluorescence polarization, human; recombinant PAFAH1B2, FP-rhodamine activity probe; hit rate 1.2% among 340,000; AID 492953, 2010; Platelet-activating factor acetylhydrolase IB subunit alpha2 (Homo sapiens), P68402; inhibition, % at 3.39 µM;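 active means inhibition above the mean of all tested compounds plus 3 SD, cut at about 24% in these data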;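 further: 0% = enzyme with DMSO and 100% = wells lacking PAFAH1B2; many of its hits are not listed in these tables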
GSTO1 inh – inhibitors of recombinant GSTO1, primary screen, counter-screen for RBBP9 inhibitor project, biochemical, fluorescence polarization; Glutathione S-transferase omega-1 (Homo sapiens), P78417; activity-based probe fluorescence polarization; inhibition, % at 5.96 µM; hit rate 1.1% among 300,000; AID 1974, 2009;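 active means inhibition above the campaign mean inhibition plus 3 SD, cut at about 35% in these data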;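 further: 0% = GSTO1-1 with DMSO and 100% = wells lacking GSTO1-1 enzyme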
Target sequence (P78417 whole entry, looked up): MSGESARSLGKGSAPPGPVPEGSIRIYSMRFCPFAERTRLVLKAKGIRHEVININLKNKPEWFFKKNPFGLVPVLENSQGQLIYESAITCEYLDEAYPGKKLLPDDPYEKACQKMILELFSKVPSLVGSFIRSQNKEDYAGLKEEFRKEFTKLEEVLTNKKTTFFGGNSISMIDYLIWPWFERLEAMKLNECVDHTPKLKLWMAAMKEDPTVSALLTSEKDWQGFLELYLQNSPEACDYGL
PAFAH2 inh – PAFAH2 enzyme inhibitors, primary screen, biochemical, fluorescence polarization, human | hit rate 0.99% among 340,000 | recombinant PAFAH2, FP-rhodamine activity probe | AID 492956, 2010 | inhibition, % at 3.39 µM | Platelet-activating factor acetylhydrolase 2, cytoplasmic (Homo sapiens), Q99487;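 active means inhibition above the mean over all tested compounds plus 3 SD, cut at about 30% in these data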;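 further: inhibitors block probe labeling of enzyme so polarization drops; 0% = enzyme with DMSO and 100% = wells lacking PAFAH2 protein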
PAFAH1B3 FP inh – PAFAH1B3 enzyme inhibitors, primary screen, biochemical, fluorescence polarization, human; inhibition, % at 3.39 µM; AID 492972, 2010; hit rate 0.28% among 340,000; recombinant PAFAH1B3, FP-rhodamine probe; Platelet-activating factor acetylhydrolase IB subunit alpha1 (Homo sapiens), Q15102;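 active means inhibition above the screen-wide average of all tested compounds plus 3 SD, cut at about 25% in these data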;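 further: 0% = enzyme with DMSO only and 100% = wells lacking PAFAH1B3 protein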
Target sequence (Q15102 whole entry, looked up): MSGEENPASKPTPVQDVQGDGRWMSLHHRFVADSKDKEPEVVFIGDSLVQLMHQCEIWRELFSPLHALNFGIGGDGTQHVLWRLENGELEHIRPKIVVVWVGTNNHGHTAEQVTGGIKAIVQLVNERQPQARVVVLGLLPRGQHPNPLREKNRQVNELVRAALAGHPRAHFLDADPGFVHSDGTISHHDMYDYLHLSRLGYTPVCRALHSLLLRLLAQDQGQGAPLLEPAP
LYPLA2 counter – LYPLA2 inhibitors, primary screen, counter-screen for PME1 inhibitor project, biochemical, fluorescence polarization, FP-Rh probe ABPP; Acyl-protein thioesterase 2 (Homo sapiens), O95372; recombinant LYPLA2; inhibition, % at 5.9 µM; hit rate 0.38% among 320,000;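 active means inhibition above the screen-wide mean plus 3 SD, limit set per campaign, cut at about 26% in these data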;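 further: 0% = LYPLA2 with DMSO and 100% = wells lacking LYPLA2 enzyme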
LYPLA1 inh – LYPLA1 inhibitors, primary screen, counter-screen for PME1 inhibitor project, biochemical, fluorescence polarization, FP-Rh probe ABPP | hit rate 0.16% among 320,000 | inhibition, % at 5.9 µM | Acyl-protein thioesterase 1 (Homo sapiens), O75608 | recombinant LYPLA1 | AID 2174, 2009;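 active means inhibition above the mean of all tested compounds plus 3 SD, set per campaign, cut at about 14% in these data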;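 further: inhibitors block serine hydrolase probe labeling of LYPLA1 so polarization falls; 0% = enzyme with DMSO and 100% = wells lacking LYPLA1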
An asterisk follows results filed as active; · = no result given.

SMILES	PAD4 FP inh	PME-1 inh	pPAFAH FP inh	PAFAH1B2 FP inh	GSTO1 inh	PAFAH2 inh	PAFAH1B3 FP inh	LYPLA2 counter	LYPLA1 inh
Nc1ccc(/C=C/C(=O)c2ccco2)cc1	0	-1	-3	-5	4	0	4	0	-3
C[C@@H]1CN([C@H](C)CO)C(=O)c2cccc(NS(=O)(=O)c3ccccc3)c2O[C@H]1CN(C)C	-6	·	4	7	·	0	20	·	·
O=C(CCCN1C(=O)/C(=C/c2cccs2)SC1=S)Nc1ccccc1O	-24	-21	-5	1	-2	-2	3	-31	-33
CC(=O)c1cccc(NC(=O)C(C)OC(=O)Cc2n[nH]c(=O)c3ccccc23)c1 (stereo not given)	-2	3	3	2	-7	-3	0	-1	-1
O=S(=O)(c1ccc2c(c1)OCCO2)N1CCN(c2nc(-c3cccnc3)nc3ccccc23)CC1	-3	5	3	·	3	·	·	2	2
CCCCOc1ccc(/C=N/NC(=S)Nc2cc(C)ccc2C)cc1	4	0	-2	3	-1	-5	2	1	1
COc1ccc(NC(=O)CSc2ccc(-c3cccs3)nn2)c(OC)c1	-2	3	9	3	7	-1	-1	8	-1
CSc1ccccc1NC(=O)CSCc1nc2sc(C)c(C)c2c(=O)[nH]1	-3	6	5	5	-2	-1	4	-7	-4
CCc1c(O)nc(SCC(=O)Nc2nc3ccccc3s2)n(-c2ccc(C)cc2)c1=O	4	0	0	3	8	11	3	2	0
O=C(CSc1nnc(Nc2ccccc2)s1)NN1C(=O)NC2(CCCCC2)C1=O	-1	5	5	10	-1	-2	12	-1	-3
CCN(CC)C(=O)CSc1nc2ccccc2c(=O)n1OC	-2	3	3	0	-1	-4	6	0	-2
CC1(C)CC(=O)N(c2cc(Cl)ccc2Cl)C(=O)C1	-1	-7	7	7	-9	1	0	9	1
Nc1nc(CN2CCN(c3ccccc3)CC2)nc(Nc2ccc(Cl)cc2)n1	-1	0	7	-6	18	-3	-1	1	-3
Cn1ncc(C#N)c1/N=C/N1CCCC1	1	-3	2	5	-12	-2	5	10	5
O=C(c1ccco1)N1CCCC(c2nc3c(nnn3Cc3c(Cl)cccc3Cl)c(=O)[nH]2)C1 (stereo not given)	-1	5	8	-1	-1	7	5	-1	-2
COc1ccc(-c2c(NC(=O)c3ccco3)n(-c3ccc(C)cc3)nc(C)c2=O)cc1	1	6	-1	·	-14	·	·	6	4
CCN(CC(=O)Nc1ccccc1OC)C(=O)CC1CC2CCC1C2 (stereo not given)	1	-2	-3	9	·	0	-3	4	4
CC(C)CCNc1nc(N)c([N+](=O)[O-])c(N2CCCCCC2)n1	-5	3	8	5	-9	4	0	2	1
CCCCC1=CC2=C(c3ccco3)C(=O)C(C)(OC(=O)c3ccc(OC)cc3)C(=O)C2=CN1C1CC1 (stereo not given)	-8	3	6	5	10	7	-9	-1	0
CCCOC(=O)C1=C(C)N(C)C(=O)NC1c1cc2c(cc1Br)OCO2 (stereo not given)	0	4	5	1	-1	-4	2	5	2
O=C(Nc1nccs1)C1CC(=O)N(CCc2ccc(F)cc2)C1 (stereo not given)	-1	2	1	-6	8	0	10	4	1
ClC1(CNc2ccccc2)CCN(Cc2ccccc2)CC1	0	-9	-7	-1	10	2	6	5	3
CCOc1ccc(NC(=O)C2CCN(S(=O)(=O)c3ccc4c(c3)C(C)(C)C(=O)N4C)CC2)cc1	-3	-4	-8	3	-1	7	2	-5	1
Cc1cc(/C=C2\NC(=O)N(Cc3ccc(Cl)cc3)C2=O)c(C)n1C	-3	8	8	4	0	1	4	-1	-1
CCOc1ccc(N2CC(C(=O)NCCc3ccc(F)cc3)CC2=O)cc1 (stereo not given)	-10	0	1	6	-2	3	9	-1	2
CC(=O)c1cc2c(cc1N(C(=O)c1ccco1)C(C(=O)NC1CCCC1)c1ccccc1F)OCO2 (stereo not given)	2	5	4	8	1	-6	1	2	-1
CCn1cc(/C=C(\NC(=O)c2ccc(OC)cc2)C(=O)N2CCOCC2)c2ccccc21	-1	-4	4	0	2	5	1	2	-1
O=C(COC(=O)c1ccccc1)Nc1ccccc1Sc1ccccc1	0	-5	-4	3	4	0	-1	-10	-6
COc1ccc(N(CC(=O)Nc2cccc(N(C)S(C)(=O)=O)c2)S(C)(=O)=O)cc1OC	2	-2	1	-4	5	1	-2	3	0
COc1cc2cc(CN(CCCN3CCOCC3)C(=O)Nc3ccc(F)cc3)c(=O)[nH]c2cc1OC	-3	8	4	10	3	0	6	-2	2
CC(C)CC(=O)n1sc(NC(=O)c2ccccc2)nc1=O	-2	-1	9	8	2	6	-3	1	4
O=c1c2cn[nH]c2[nH]c(=S)n1-c1cccc(Cl)c1	0	0	-5	7	-5	-6	13	-2	-1
CCC(C)c1ccc(NC(=S)N2CCN(S(C)(=O)=O)CC2)cc1 (stereo not given)	3	-2	2	8	4	2	14	1	3
CSc1nc2c(c(=O)n1Cc1ccccc1)SC(C)C2 (stereo not given)	2	0	-2	-2	7	4	8	6	1
COc1ccc(Cl)cc1C(=O)CSc1nnnn1C1CCCC1	-5	9	-3	8	7	-2	-1	-3	-2
CC(=O)Nc1ccc(OCC(=O)NCCc2ccc(Cl)cc2)cc1	1	-4	1	9	4	0	-4	0	-2
O=C(Nc1ccc(N2CCN(C(=O)c3ccccc3)CC2)c(Cl)c1)c1ccco1	-1	0	6	2	0	2	9	15	2
O=C(CN1C(=O)/C(=C/c2ccc(Cl)cc2)SC1=S)NC1C=CS(=O)(=O)C1 (stereo not given)	-12	-1	9	2	7	12	-8	-6	-2
CN(C)C(=O)CNc1n[nH]c(=S)[nH]c1=O	0	-3	6	1	7	-4	6	-5	-2
COc1ccc(C2CC(=O)C=C(NNS(=O)(=O)c3ccc(C)cc3)C2)cc1 (stereo not given)	2	2	12	0	13	-4	-7	0	-4
CCOc1ccccc1N(CC(=O)Nc1ccccc1C(=O)OC)S(C)(=O)=O	1	-2	1	-4	2	-6	3	0	1
C#CC[N+](C)(C)CCN1C(=O)C2C(c3ccccc3)C=CC(c3ccccc3)C2C1=O (stereo not given)	-2	1	-1	-1	8	9	3	0	3
Cc1cnc(C(=O)OCC(=O)Nc2cccc(S(=O)(=O)N3CCOCC3)c2)cn1	-4	·	2	1	·	4	7	·	·
CCN=C(NS(=O)(=O)c1ccc(Br)cc1)c1ccc(Cl)cc1	-4	-5	4	4	-3	1	2	7	0
CCSc1nnc(NC(=O)CSc2ncccn2)s1	-2	0	5	2	24	5	14	5	2
CC(C(=O)NCc1ccc(F)cc1)c1ccc([N+](=O)[O-])cc1 (stereo not given)	-2	-1	3	10	18	-5	-7	2	-3
C[C@H](NC(=O)c1ccccc1)C(=O)Nc1nc(-c2ccccn2)cs1	4	-18	-5	0	6	-5	-2	3	-3
COc1ccc(OCc2cccc(C(=O)O)c2)cc1	-5	-6	1	25*	1	1	3	11	5
O=C(CSCc1ccc(Br)cc1)NCc1ccccn1	1	0	3	13	6	4	0	-3	-2
COc1ccc(C2c3c(oc4ccc(Cl)cc4c3=O)C(=O)N2CCN2CCOCC2)cc1 (stereo not given)	0	-1	11	3	8	0	5	0	2
Cc1cccc(C(=O)NNS(=O)(=O)c2ccccc2[N+](=O)[O-])c1	-2	3	-1	-1	6	-2	1	5	1
Cc1cc(C)c(C#N)c(SCC(=O)C(C)(C)C)n1	1	0	1	0	4	1	3	0	1
Cc1noc(C)c1COc1ccccc1C(=O)N1CCN(S(=O)(=O)c2ccccc2F)CC1	2	5	4	6	4	-5	2	-6	2
Cc1cccc(NC(=O)C2CCN(S(=O)(=O)c3c(C)noc3/C=C/c3ccco3)CC2)n1	1	-6	8	1	-1	0	-10	-2	0
COc1cccc(CN2CCC(n3nccc3NC(=O)C3CC3)CC2)c1	-6	-1	8	1	-1	-6	11	3	2
CC12CCC(=O)N1C(C(=O)N1CCN(c3ccc(C(F)(F)F)cc3[N+](=O)[O-])CC1)CS2 (stereo not given)	3	0	-2	1	-1	8	-5	-3	-1
O=C(NCCCN1CCOCC1)c1onc(CSc2ccccn2)c1C(=O)NCCCN1CCOCC1	3	1	0	6	7	-13	-2	-2	-3
COC(=O)c1ccc(NC(=O)c2ccccc2N(C)S(=O)(=O)c2ccccc2)cc1	0	7	6	0	0	-2	2	-3	1
CC1CCCCC1NC(=O)c1cc(S(=O)(=O)N2CCCCC2)ccc1N1CCOCC1 (stereo not given)	2	-8	4	2	·	6	8	7	-1
CCCCCc1ccc(-c2ccc(C(=O)O)cc2)nc1	5	4	12	14	-1	-3	-3	2	-1

Additional structures:
SMILES	PAD4 FP inh	PME-1 inh	pPAFAH FP inh	PAFAH1B2 FP inh	GSTO1 inh	PAFAH2 inh	PAFAH1B3 FP inh	LYPLA2 counter	LYPLA1 inh
Cc1cccc(NC(=S)NC(C)(C)CC(C)(C)C)c1	-4	7	3	4	1	-1	14	0	4
CCOC(=O)C1C(=O)Oc2ccc3ccccc3c2C1C1CCOC1=O (stereo not given)	2	-2	3	5	5	3	12	5	4
CC(C)c1c(O)nc(SCc2ccccc2)[nH]c1=O	1	-7	4	11	9	5	4	-1	-1
COC(=O)Cc1cc(=O)[nH]c(/N=C(\N)Nc2ccc(C)cc2)n1	-1	-1	0	-4	5	10	1	0	-2
O=C(CCNC(=O)c1ccc(Cl)cc1)Nc1ccc(F)cc1F	2	4	-2	5	-1	-3	-3	7	3
CCOc1ccc(-c2nc(C#N)c(N3CCOCC3)o2)cc1	-3	-2	3	8	-3	3	0	4	2
O=C1OC(NCc2cccnc2)(c2ccc(Cl)cc2)c2ccccc21 (stereo not given)	3	10	2	1	4	1	3	12	5
O=C(Nc1nc2cc3c(cc2s1)OCCO3)c1ccco1	0	-42	0	6	3	2	3	-1	-2
CCN(CC)CCCCOc1ccccc1OC	3	8	0	0	1	-6	6	5	2
Cc1ccccc1C(=O)NC(=S)Nc1ccccc1C(F)(F)F	0	3	3	-3	2	5	3	-1	-5
Cc1ccsc1CN(C(=O)c1ccc([N+](=O)[O-])cc1)C1CCS(=O)(=O)C1 (stereo not given)	3	0	8	-2	3	5	1	-2	4
CN(C)/C=C/C(=O)c1ccc2noc(-c3ccc(F)cc3)c2c1	0	8	20	4	-16	4	5	-5	-2
CC(=O)Nc1ccc(NC(=O)c2c(-c3ccccc3)noc2C)cn1	1	-1	1	-2	5	8	-3	-5	-3
CCCCCN1C=CC=C/C1=C\C=C(C#N)C#N	0	5	-1	·	0	·	·	-2	2
CNC(=O)CSc1n[nH]c(-c2cc(Cl)ccc2OC)n1	-1	-1	-1	2	6	2	-3	-2	-2
Cn1c(CSc2nnc(SCc3ccccc3)s2)nc2ccccc21	-2	12	-5	4	3	2	-1	5	1
CCN(CC)CCOC(=O)c1ccc(NC(=S)NC(=O)/C=C/c2ccco2)cc1	-2	-5	2	·	6	·	·	-8	-4

Some of the compounds tested; rates above refer to the full screens.
